proKLK7 act: proKLK7 zymogen activators, primary screen, biochemical, fluorescence intensity | Kallikrein-7 (Homo sapiens), P49862 | purified proKLK7, EDANS-DABCYL substrate fluorescence; 100% is mature enzyme control, 0% vehicle | activation, % at 7 µM | hit rate 0.9% among 370,000 | AID 652039, 2013;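 active = activation above the mean of all tested compounds plus 3 SD, computed per campaign excluding outliers beyond control limits, cut at about 13% in these data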
Target sequence (P49862 whole entry, looked up): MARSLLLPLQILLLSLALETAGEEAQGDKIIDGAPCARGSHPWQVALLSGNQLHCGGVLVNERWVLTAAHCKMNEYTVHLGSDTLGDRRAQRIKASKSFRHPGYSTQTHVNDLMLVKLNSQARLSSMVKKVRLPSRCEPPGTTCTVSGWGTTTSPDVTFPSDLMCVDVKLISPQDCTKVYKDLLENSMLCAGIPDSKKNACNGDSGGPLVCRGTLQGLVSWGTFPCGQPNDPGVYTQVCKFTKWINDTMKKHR
MBD2 DNA inh: inhibitors of MBD2 binding to methylated DNA, primary screen, biochemical, TR-FRET, DNA-binding domain, human | Methyl-CpG-binding domain protein 2 (Homo sapiens), Q9UBB5 | inhibition, % at 4.4 µM | hit rate 0.31% among 370,000 | AID 686964, 2013 | MBD2 binding to methylated oligonucleotide; in the data active = inhibition above about 13%
Target sequence (Q9UBB5 whole entry, looked up, the tested form may be a part): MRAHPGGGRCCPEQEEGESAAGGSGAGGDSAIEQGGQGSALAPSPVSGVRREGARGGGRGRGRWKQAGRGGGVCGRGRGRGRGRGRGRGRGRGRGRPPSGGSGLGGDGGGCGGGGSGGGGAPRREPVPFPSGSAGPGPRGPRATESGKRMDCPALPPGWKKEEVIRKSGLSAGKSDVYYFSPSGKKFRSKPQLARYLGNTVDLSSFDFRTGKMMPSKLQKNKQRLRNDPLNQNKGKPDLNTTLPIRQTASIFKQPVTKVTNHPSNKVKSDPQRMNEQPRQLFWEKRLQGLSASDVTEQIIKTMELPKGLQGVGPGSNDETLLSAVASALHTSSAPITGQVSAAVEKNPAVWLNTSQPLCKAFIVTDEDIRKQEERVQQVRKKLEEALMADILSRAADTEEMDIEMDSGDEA
TCR-CD3 inh: inhibitors of human TCR-CD3 interaction, primary screen, biochemical, fluorescence, TAMRA-labeled TCR probe. T-cell receptor (TCR). inhibition, % at 9.4 µM. hit rate 0.37% among 360,000. AID 651800, 2012; in the data active = inhibition above about 19%;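 also: recombinant mutant TCR 2C K166C tagged with TAMRA read by polarization; 0% = receptor in buffer alone and 100% = receptor with positive control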
LEDGF integ inh: blockers of LEDGF/p75-dependent integrase strand transfer – biochemical, TR-FRET, high throughput, primary screen | TR-FRET IN-LEDGF/p75 DNA integration, Eu/Cy5 | inhibition, % at 3.7 µM | hit rate 0.64% among 370,000;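 active = inhibition above the screen-wide mean plus 3 SD, cut at about 13% in these data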;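 also: signal is the Cy5 over europium emission ratio at 671 and 618 nm; 0% = plate median of compound wells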
TDP2 absorb: human TDP2 enzyme inhibitors, primary screen, biochemical, epi absorbance, recombinant enzyme; Tyrosyl-DNA phosphodiesterase 2 (Homo sapiens), O95551; T5PNP hydrolysis, p-nitrophenol absorbance 415 nm; inhibition, % at 12.8 µM; hit rate 0.34% among 370,000; AID 720702, 2013;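 active = inhibition above the mean of all tested compounds plus 3 SD, set per campaign, cut at about 25% in these data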;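 also: 0% = DMSO with enzyme and 100% = buffer with substrate but no TDP2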
Target sequence (O95551 whole entry, looked up): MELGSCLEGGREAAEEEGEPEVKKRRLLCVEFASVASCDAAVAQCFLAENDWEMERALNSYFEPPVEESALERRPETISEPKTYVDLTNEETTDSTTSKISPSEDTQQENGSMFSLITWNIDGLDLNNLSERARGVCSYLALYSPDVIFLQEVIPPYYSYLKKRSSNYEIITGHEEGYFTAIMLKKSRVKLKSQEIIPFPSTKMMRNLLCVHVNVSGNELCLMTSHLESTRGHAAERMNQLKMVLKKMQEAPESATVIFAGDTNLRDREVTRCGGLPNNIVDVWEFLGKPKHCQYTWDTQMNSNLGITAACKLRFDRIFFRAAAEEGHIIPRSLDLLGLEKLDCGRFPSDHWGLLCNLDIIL
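Assay system: Recombinant human TDP2 | Quantity: 120 nM TDP2 per well | Incubation: 2 h at 37 °C | Signal: Epi absorbance | Evaluation: Percent inhibition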
SIAE primary: human SIAE inhibitors, primary screen, biochemical, fluorescence polarization, FP-Rh probe, 1536-well HTS; SIAE FP-Rh probe binding; hit rate 0.69% among 370,000; Sialate O-acetylesterase (Homo sapiens), Q9HAT2; AID 1053197, 2014; inhibition, % at 9.66 µM;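 active = inhibition above a cutoff: mean of compounds within the control limits plus 3 SD of those, cut at about 17% in these data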;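 also: 0% = plate median of compound wells and 100% = probe without SIAE protein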
UHRF1 MBD2 ctr: UHRF1 methylated DNA binding inhibitors, primary screen, counter-screen for MBD2 inhibitor project, biochemical, TR-FRET, human UHRF1, single concentration. E3 ubiquitin-protein ligase UHRF1 (Homo sapiens), Q96T88. hit rate 0.75% among 370,000. UHRF1 binding to methylated oligo. inhibition, % at 4.4 µM; in the data active = inhibition above about 21%;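 also: UHRF1 SRA domain binding a hemimethylated CpG hairpin DNA probe; 0% = median of test compound wells and 100% = reference inhibitor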
Tn6 DDE FP: inhibitors of Tn6 peptide binding to fibrin DD(E), primary screen, biochemical, fluorescence polarization, human fibrin, Tn6 probe | Fibrinogen beta chain (Homo sapiens), P02675 | Fibrin DD(E) TRITC-Tn6 fluorescence polarization displacement | inhibition, % at 8.3 µM | hit rate 0.21% among 370,000 | AID 720509, 2013;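 active = inhibition above a per-campaign cutoff: mean of compounds within control limits plus 3 SD, cut at about 15% in these data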;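 also: 0% = median of all compound wells on the plate and 100% = blocking peptide control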
PRMT1 FP inh: PRMT1 methyltransferase inhibitors, primary screen, biochemical, fluorescence polarization | Protein arginine N-methyltransferase 1 (Homo sapiens), Q99873 | recombinant PRMT1, activity-based probe fluorescence polarization | inhibition, % at 2.79 µM | hit rate 1.3% among 370,000;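 active = inhibition above about 21% made by adding two undisclosed values, limit read from the data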
Tn7 DDE FP: inhibitors of Tn7 peptide binding to fibrin DD(E), primary screen, biochemical, fluorescence polarization, human fibrin, Tn7 probe. Fibrinogen beta chain (Homo sapiens), P02675. FP displacement of FITC-Tn7 peptide from fibrin DD(E); 0% = median of compound wells per plate. inhibition, % at 8.3 µM. hit rate 0.13% among 370,000. AID 720508, 2013;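 active = inhibition above the mean of compounds falling within the control limits plus 3 SD of them, cut at about 14% in these data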;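 also: 0% = plate median of compound wells and 100% = 10 µM Aha-Tn7 peptide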
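Assay system: human fibrin DD(E) protein / Input: 2 µM fibrin DD(E) / Benchmarks: high control of 10 µM Aha-Tn7 peptide / Measured by: fluorescence polarization of the labelled Tn7 tracer / Medium: Tris buffer with calcium and detergent, pH 7.8 / Timing: 10 min compound pre-incubation, 3 h probe incubation at room temperature / Repeats: one replicate per compound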
Numbers without * were called inactive; . = not tested or not shown.

SMILES | proKLK7 act | MBD2 DNA inh | TCR-CD3 inh | LEDGF integ inh | TDP2 absorb | SIAE primary | UHRF1 MBD2 ctr | Tn6 DDE FP | PRMT1 FP inh | Tn7 DDE FP
CCN(CC)C(=O)CC(c1ccc2c(c1)OCO2)c1c(OC)cc(OC)c2ccc(=O)oc12 (stereo not drawn) | 0.9 | 10 | -2 | 1 | 7 | 0 | 5 | -4 | 0 | -1
CCCCn1nnnc1C1(C)CCC(=O)N1CCCN1CCOCC1 (stereo not drawn) | 0.5 | 8 | 1 | -2 | 6 | -3 | 22* | 6 | -6 | 11
CCOC(=O)c1[nH]c(C)c(/C(O)=C2\C(=O)C(=O)N(CCN(C)C)C2c2ccncc2)c1C (stereo not drawn) | -0.6 | -2 | 3 | 0 | -1 | 1 | -2 | -7 | -3 | 10
COc1ccc(-c2c(C#Cc3ccsc3)c3cc(-c4ccc(CN5CCOCC5)cc4)ccc3n2C)cc1 | -0.3 | -1 | 7 | 0 | 2 | 7 | 1 | -14 | -1 | -4
COc1ccc(C(=O)NC2CC(C)(C)Cc3occc32)cc1 (stereo not drawn) | -0.6 | 1 | 3 | 1 | -1 | -5 | -4 | 3 | 0 | -4
CN(CCO)c1ccc(C=NNc2ccc([N+](=O)[O-])cc2S(=O)(=O)Nc2ccccc2C(=O)O)cc1 | -0.4 | -3 | 1 | 4 | 4 | 3 | -3 | 7 | 14 | 1
COc1ccc(-c2cc3nc(C)c(CCC(=O)NCc4ccc(F)cc4)c(C)n3n2)c(OC)c1 | -0.9 | 2 | 2 | 0 | 4 | -7 | 0 | 1 | -2 | 3
CCCN1CCN(C(=S)Nc2ccc3nc(N4CCN(CC)CC4)cc(C)c3c2)CC1 | 20* | 1 | 3 | -5 | -24 | 3 | 8 | -3 | 5 | -1
O=C(OC12CCCN(C1)/C(=C/c1ccncc1)C2)c1ccc(F)cc1 (stereo not drawn) | -0.1 | 2 | . | 5 | 0 | 6 | 0 | 4 | 2 | -8
CCCC(=O)N(c1ccc(OCC)cc1)S(=O)(=O)c1ccc2c3c(cccc13)C(=O)N2C | -9.8 | 0 | 2 | 4 | 10 | 4 | 0 | -4 | 2 | 9
Cc1nn(Cc2ccccc2Cl)c2sc(C(=O)OC3CCCC3=O)cc12 (stereo not drawn) | 0.4 | 7 | -4 | 0 | -14 | -10 | 5 | -8 | 7 | 0
C#CCNC(=O)C1=C[C@@H](c2ccccc2)C[C@@H](OCc2ccc(CO)cc2)O1 | -0.4 | 2 | 2 | 0 | -2 | -2 | 0 | -8 | 2 | -2

A stretch taken from the entries so far:
SMILES | proKLK7 act | MBD2 DNA inh | TCR-CD3 inh | LEDGF integ inh | TDP2 absorb | SIAE primary | UHRF1 MBD2 ctr | Tn6 DDE FP | PRMT1 FP inh | Tn7 DDE FP
CCN(CC)C(=O)CC(c1ccc2c(c1)OCO2)c1c(OC)cc(OC)c2ccc(=O)oc12 (stereo not drawn) | 0.9 | 10 | -2 | 1 | 7 | 0 | 5 | -4 | 0 | -1
CCCCn1nnnc1C1(C)CCC(=O)N1CCCN1CCOCC1 (stereo not drawn) | 0.5 | 8 | 1 | -2 | 6 | -3 | 22* | 6 | -6 | 11
CCOC(=O)c1[nH]c(C)c(/C(O)=C2\C(=O)C(=O)N(CCN(C)C)C2c2ccncc2)c1C (stereo not drawn) | -0.6 | -2 | 3 | 0 | -1 | 1 | -2 | -7 | -3 | 10
COc1ccc(-c2c(C#Cc3ccsc3)c3cc(-c4ccc(CN5CCOCC5)cc4)ccc3n2C)cc1 | -0.3 | -1 | 7 | 0 | 2 | 7 | 1 | -14 | -1 | -4
COc1ccc(C(=O)NC2CC(C)(C)Cc3occc32)cc1 (stereo not drawn) | -0.6 | 1 | 3 | 1 | -1 | -5 | -4 | 3 | 0 | -4
CN(CCO)c1ccc(C=NNc2ccc([N+](=O)[O-])cc2S(=O)(=O)Nc2ccccc2C(=O)O)cc1 | -0.4 | -3 | 1 | 4 | 4 | 3 | -3 | 7 | 14 | 1
COc1ccc(-c2cc3nc(C)c(CCC(=O)NCc4ccc(F)cc4)c(C)n3n2)c(OC)c1 | -0.9 | 2 | 2 | 0 | 4 | -7 | 0 | 1 | -2 | 3

(continued)
SMILES | proKLK7 act | MBD2 DNA inh | TCR-CD3 inh | LEDGF integ inh | TDP2 absorb | SIAE primary | UHRF1 MBD2 ctr | Tn6 DDE FP | PRMT1 FP inh | Tn7 DDE FP
COC(=O)c1ccc(N2CCOCC2)c(NC(=O)c2ccc3c(c2)OCCO3)c1 | 0.1 | 5 | -4 | 0 | 0 | 1 | -1 | -5 | 0 | -1
N#CCC(=O)N/N=C/c1ccc(N2N=C(c3ccccc3)CC2c2ccccc2)cc1 (stereo not drawn) | -44 | -2 | -7 | 2 | 8 | 10 | -5 | -10 | -2 | 1
O=C(O)/C=C/C(=O)Nc1ccc(Oc2ccccc2)cc1 | -0.3 | -3 | 0 | 1 | 4 | 7 | -2 | 4 | 0 | 6
C=CCSc1nc(C)cc2c1C(=O)OC2 | 0.1 | 1 | -9 | -5 | 3 | -1 | 5 | 4 | -1 | 7
O=[N+]([O-])c1ccccc1NS(=O)(=O)c1ccccc1 | -0.2 | 0 | -7 | 2 | 6 | 0 | 0 | 3 | -2 | 0
Cc1ccccc1N=Cc1ccc[nH]1 | -0.1 | 3 | -10 | 2 | -1 | 0 | 4 | -4 | -3 | -3
NC(=O)c1ccsc1NC(=O)CSc1nnc(Nc2ccccc2)s1 | 0.4 | 0 | 0 | -3 | 1 | -6 | -1 | -3 | 3 | -1
O=C(O)c1cc(-c2ccc(/C=C3\NC(=O)N(c4ccc(Cl)cc4)C3=O)o2)ccc1Cl | 0.0 | 8 | -15 | 15* | 3 | -2 | 62* | 1 | 27* | -2
Cc1ccc(NC(=O)c2ccc(-c3cc(Cl)ccc3Cl)o2)c(C)c1 | -1.2 | -3 | -6 | 0 | 4 | -11 | 0 | 6 | -2 | -3
Cc1nn(-c2ccccc2)c2sc(C(=O)N3CCN(Cc4ccccc4)CC3)cc12 | 0.3 | 7 | . | -3 | -9 | -16 | 2 | -4 | 4 | 0
CCOc1ccc(S(=O)(=O)N2CCCC(C(=O)N3CCCC3)C2)cc1 (stereo not drawn) | -0.2 | 2 | 8 | -2 | 7 | 6 | -3 | -1 | 0 | 5
CC(OC(=O)c1nsc(Cl)c1Cl)C(=O)NCCc1ccccc1 (stereo not drawn) | 0.1 | 3 | 2 | 0 | 2 | 3 | 0 | -2 | 3 | 6
CCCCc1cc(=O)oc2cc(C)cc(OCC(=O)O)c12 | 12 | 0 | -1 | 2 | -3 | 10 | -6 | -6 | -2 | -1
CC(=O)Nc1ccc2c3c(cccc13)C(=O)N(c1ccccc1)C2=O | 59* | 2 | 3 | 4 | 5 | 0 | -2 | -1 | -4 | -2
Cc1ccccc1OCC(=O)Nc1ccccc1CO | -0.3 | -6 | 5 | 0 | 1 | -1 | -1 | 4 | -2 | -3
N#Cc1c(-c2ccc(Cl)cc2)cc(-c2ccccc2)nc1SCC(=O)O | -0.2 | -3 | 6 | 4 | 11 | -9 | 2 | 13 | -1 | 5
CC(C)=CCC[C@](C)(O)C1CC[C@]2(C)C1[C@H](O)CC1[C@@]3(C)CC[C@H](O[C@@H]4O[C@H](CO)[C@@H](O)[C@H](O)[C@H]4O[C@@H]4O[C@H](CO)[C@@H](O)[C@H](O)[C@H]4O)C(C)(C)C3CC[C@]12C (stereo partly drawn) | 0.1 | -3 | 2 | 2 | -1 | -7 | 3 | 3 | 1 | 2
COC(=O)C1CCN(C(=O)/C=C/c2ccc(OC)cc2)CC1 | -0.3 | -2 | 6 | 0 | 10 | 3 | -4 | -8 | -2 | 1
O=C(/C=C/c1cccs1)NC(=S)Nc1ccccc1 | -0.4 | 7 | -7 | -3 | 2 | 4 | 0 | 2 | 7 | 2
COc1cc(C(C)=O)ccc1OCC(O)CN1CCN(c2cc(C)cc(C)c2)CC1 (stereo not drawn) | -0.3 | 2 | -5 | -3 | 3 | -4 | 0 | -3 | 2 | -8
COc1cc(C(=O)Oc2ccccc2/C=N/NC(=O)c2ccc(Cl)cc2Cl)cc(OC)c1OC | -1.0 | 1 | -3 | -4 | -11 | -6 | 1 | -10 | 0 | 2
c1ccc(-c2noc(C3CCC3)n2)nc1 | 0.7 | 11 | 2 | 1 | 10 | -3 | 25* | -1 | 3 | -2
CCCCN1C(=O)C(=Nc2cccc3cnccc23)c2ccccc21 | 0.8 | -17 | -3 | 16* | 1 | 8 | -4 | 9 | -1 | 3
Cc1cc(NS(=O)(=O)c2ccc(NC(=O)CSc3nnc(-c4cccnc4)n3-c3ccccc3)cc2)nc(C)n1 | 0.0 | 2 | . | 3 | -6 | 8 | -2 | 3 | -4 | -2
CCn1c(=O)cc(SCC(=O)N2CCN(C3CCCCC3)CC2)c2ccccc21 | 0.0 | 3 | 5 | -2 | 4 | 3 | -2 | 5 | 2 | 3
CC1(C(=O)NS(=O)(=O)Cc2cccc(Cl)c2)CCN1C(=O)C1(c2ccc(Cl)cc2)CC1 (stereo not drawn) | 0.2 | 0 | 6 | 3 | 4 | -6 | 0 | 2 | -2 | -1
O=C(c1ccccc1)N1CCCCC(Cl)C1=O (stereo not drawn) | 0.6 | 6 | -6 | -3 | 4 | -1 | 0 | 1 | 4 | -8
COc1ccc(-c2csc(NC(=O)CN3C(=O)CCC3=O)n2)cc1 | 0.0 | -3 | -8 | -4 | 6 | -1 | 2 | 0 | 5 | 3
O=C(O)c1cccc(S(=O)(=O)NCC2CCCO2)c1 (stereo not drawn) | 0.0 | -3 | 4 | -2 | 4 | 0 | 0 | 2 | 1 | -4
COC(=O)c1ccc(C(C(=O)NC2CCCCC2)N(CCc2ccccc2)C(=O)Cc2cccs2)cc1 (stereo not drawn) | -0.6 | 2 | 3 | 0 | 1 | -3 | -3 | 5 | 1 | 6
O=C(Cn1cnc2ccccc2c1=O)OCCCCN1C(=O)c2ccccc2C1=O | 0.0 | 3 | 1 | 1 | -6 | 11 | 1 | -4 | -2 | -9

Bioassay records deposited in PubChem BioAssay by The Scripps Research Institute Molecular Screening Center.

The order is random. About 4.6% of those tested had a hit in this group.
